From PubChem
PGE2 EP2 inh: blocks the human prostaglandin E2 receptor EP2; C6 glioma cells expressing human EP2, cAMP TR-FRET; cells stimulated with saturating PGE2; AID 1422; hit rate 0.52% among 260,000; P43116; inhibition, % at 25 µM;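 active means percent inhibition above 40 after rounding to a whole number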;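 further: rat C6 glioma host cells with rolipram phosphodiesterase inhibitor present; the protocol text gives 20 µM as final concentration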
Tb hexokinase: T. brucei hexokinase 1 inhibition | recombinant TbHK1, G6PDH-coupled NADH A340 | inhibition, % at 10 µM | hit rate 0.11% among 220,000 | AID 1430;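 active means inhibition of 50% or more in the single-dose primary screen; inactive means inhibition below 50%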
eIF4E 4G PPI: inhibitors of eIF4E and eIF4G interaction in translation initiation; P63073+Q04637; TR-FRET eIF4E-eIF4GI(517-606) binding, 2 h; hit rate 0.37% among 220,000; inhibition, % at 21.7 µM;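 active means inhibition above about 30%, limit read from the data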;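 further: 0% = full FRET control wells and 100% = background wells lacking eIF4GI fragment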
EP2 mod: modulators of human EP2 prostaglandin E2 receptor. induction, % at 25 µM. EP2-expressing cells, cAMP HTRF FRET, PGE2 co-stimulation. hit rate 0.83% among 260,000;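 active means compounds whose cAMP rise, as percent of the full-agonist control response, exceeds 60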;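 further: rat C6 glioma line stably carrying human EP2 under a CMV promoter; the protocol text gives 20 µM as final concentration; 100% = response of wells given 1 µM PGE2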
L929 necroptosis: blocks zVAD induced death of L929 cells; hit rate 0.38% among 220,000; AID 1377; viability rescue, % at 10 µM; L929 zVAD necroptosis rescue, ATP luminescence, 24 h; with zVAD 60 µM;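 active means activation, scaled between plate controls, above about 75%, limit read from the data; inactive means activation under that limit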;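 further: 0% = zVAD with DMSO and 100% = DMSO alone without zVAD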
Hck-Nef inh: inhibitors of human Hck kinase activated by Nef | P08631 | Recombinant Hck-YEEI plus Nef, Z-Lyte FRET kinase assay | inhibition, % at 20 µM | hit rate 0.68% among 220,000 | AID 463187;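 active means Hck-Nef kinase inhibition above about 50%, limit read from the data; inactive means inhibition below that limit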;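 further: 0% = DMSO with Hck plus Nef and 100% = Hck alone without Nef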
Target sequence (P08631 whole entry, looked up): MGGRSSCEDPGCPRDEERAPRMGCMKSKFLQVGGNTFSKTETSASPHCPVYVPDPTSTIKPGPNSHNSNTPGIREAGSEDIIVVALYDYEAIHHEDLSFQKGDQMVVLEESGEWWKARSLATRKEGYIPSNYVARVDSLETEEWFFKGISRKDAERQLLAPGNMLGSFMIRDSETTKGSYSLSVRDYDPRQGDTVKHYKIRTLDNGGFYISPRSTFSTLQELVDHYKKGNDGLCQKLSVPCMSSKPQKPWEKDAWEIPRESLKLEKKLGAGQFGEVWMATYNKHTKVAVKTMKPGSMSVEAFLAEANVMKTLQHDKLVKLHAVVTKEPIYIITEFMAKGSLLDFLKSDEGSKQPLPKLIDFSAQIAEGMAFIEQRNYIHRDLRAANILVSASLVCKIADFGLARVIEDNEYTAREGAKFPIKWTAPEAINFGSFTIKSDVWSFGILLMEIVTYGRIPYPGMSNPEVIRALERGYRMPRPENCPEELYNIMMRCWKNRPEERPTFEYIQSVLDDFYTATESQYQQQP
Calpain2 inh: blocks pig calpain II enzyme activity. purified calpain II, fluorogenic peptide substrate, 30 min. inhibition, % at 16 µM. hit rate 0.37% among 220,000;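 active means inhibition above about 50%, limit read from the data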
14-3-3 Bad inh: disrupts binding of bovine 14-3-3 zeta to phospho-Bad peptide | inhibition, % at 21.7 µM | hit rate 0.71% among 220,000 | TR-FRET 14-3-3zeta/Dy647-pBad peptide displacement, 1 h | P63103 | AID 781;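 active means inhibition above about 70%, limit read from the data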;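 further: 0% = full 14-3-3 plus peptide FRET controls and 100% = background without 14-3-3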
Target sequence (P63103 whole entry, looked up): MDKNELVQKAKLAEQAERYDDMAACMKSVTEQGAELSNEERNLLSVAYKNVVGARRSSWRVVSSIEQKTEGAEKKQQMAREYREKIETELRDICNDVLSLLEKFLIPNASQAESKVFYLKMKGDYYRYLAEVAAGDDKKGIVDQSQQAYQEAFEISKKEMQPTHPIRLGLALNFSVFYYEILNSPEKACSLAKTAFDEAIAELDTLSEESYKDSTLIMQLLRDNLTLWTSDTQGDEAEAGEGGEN
Rad51 HR inh: blocks human Rad51 in homologous recombination. Q06609. hRad51 DNA strand exchange, fluorescence dequenching. inhibition, % at 10 µM. hit rate 0.085% among 200,000. AID 1385;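 active means inhibition above 40% at the single screening dose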;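 further: 0% = DMSO control wells and 100% = blanks with heterologous ssDNA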
Target sequence (Q06609 whole entry, looked up): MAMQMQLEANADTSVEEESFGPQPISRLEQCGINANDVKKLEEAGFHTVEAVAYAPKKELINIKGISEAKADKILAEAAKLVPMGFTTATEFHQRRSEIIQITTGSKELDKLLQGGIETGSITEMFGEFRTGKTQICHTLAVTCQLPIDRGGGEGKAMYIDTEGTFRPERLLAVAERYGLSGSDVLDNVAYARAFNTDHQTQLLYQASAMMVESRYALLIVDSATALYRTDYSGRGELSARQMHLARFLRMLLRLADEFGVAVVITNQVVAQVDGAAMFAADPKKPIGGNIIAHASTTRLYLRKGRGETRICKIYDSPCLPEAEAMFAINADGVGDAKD
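Material: Human Rad51 nucleoprotein filaments preassembled on unlabelled ssDNA | Also added: Labelled 47-mer dsDNA for strand exchange | Dosing: Single dose, 10 µM final compound | Schedule: 30-min compound preincubation and 15-min exchange, both room temperature | Technique: Fluorescence dequenching at 485/520 nm | Measure: Percent inhibition relative to plate controls and blanks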
* marks the source's active call; other numbers are inactive results; / = no result given; [ ] = dose if it differs, or a comment.

Each structure is followed by: Calpain2 inh	PGE2 EP2 inh	eIF4E 4G PPI	14-3-3 Bad inh	Hck-Nef inh	Rad51 HR inh	EP2 mod	L929 necroptosis	Tb hexokinase
> CCC(C)N1C(=O)NC(=O)C2(Cc3cc(C)ccc3N(C)C2)C1=O (stereo not drawn)
 : -1.3	9.2	-5.2	-2.3[fluorescence artefact?]	0.1	-3.2	21.0	0.3	-2.0
> CC(=NCCC1=CCCCC1)c1c(O)[nH]c(=O)[nH]c1=O
 : -1.5	3.4	2.6	-0.7[fluorescence artefact?]	-0.5	-6.1	27.6	-0.4	-0.1
> COc1cccc(/C=C2\N=C(c3cncc(Br)c3)OC2=O)c1
 : 19.1	12.9	-1.3	2.4	1.9	-5.2	13.6	-0.5	-1.0
> CC(=O)Nc1ccccc1C(=O)OCC(=O)c1cccc2ccccc12
 : -8.6	11.1	-5.6	-1.6	3.3	-4.3	-28.6	0.3	3.4
> CC(Cc1ccccc1)NC(=O)NC(C)Cc1ccccc1 (stereo not drawn)
 : -5.9	6.7	5.6	5.1	1.9	-3.9	7.4	0.3	-1.1
> CCOc1ccccc1NC(=O)N1CCC2(CC1)OCCO2
 : -3.4	6.4	3.4	-1.8[fluorescence artefact?]	-0.6	5.2	-14.9	0.7	-4.8
> Cn1c(O)c(C(c2ccccn2)c2c(O)n(C)c(=S)n(C)c2=O)c(=O)n(C)c1=S
 : -11.1	/	-8.5	46.6	1.5	/	25.2	0.0	1.2
> CCn1c(P(C)(=O)O)nc2ccccc21
 : -14.1	5.4	-3.8	-0.8	-0.3	-3.1	12.5	0.7	-1.5
> CCN(CC)c1ccc(CC2C(=O)N(C)C(=O)N(C)C2=O)cc1
 : -4.1	12.9	1.3	-4.9	2.0	-24.6	16.7	0.2	-11.6
> CCCC1(CCC)C(=O)NC(=Nc2ccc(C)cc2)NC1=O
 : -7.5	0.3	-1.5	-3.8	19.1	-7.8	24.1	2.2	3.5
> O=C(N/N=C/c1c(O)n(Cc2ccccc2)c(=O)[nH]c1=O)c1ccccc1O
 : -162.8	7.2	6.7	-2.3	0.1	/	3.8	0.1	-6.4
> Fc1c(F)c(F)c(N2CCNCC2)c(F)c1F
 : 0.0	7.7	-1.4	-4.3	-0.4	-0.7	4.7	-0.1	5.1
> Cc1ccc2nc(-c3ccncc3)cc(C(=O)N3CCC4(CC3)OCCO4)c2c1
 : 10.8	18.6	4.2	2.9	7.4	5.8	-2.1	0.0	-8.8
> Cc1cccc(-n2c(O)c(/C=N/NC(=O)c3ccncc3)c(=O)[nH]c2=O)c1
 : -26.1	2.4	-4.8	-3.7	18.0	12.4	14.0	1.0	-48.2
> CCN(CC)c1ccc(CN2CC=C(c3ccc(F)cc3)CC2)cc1
 : -37.3	5.9	2.7	76.7*	-5.0	-2.0	-22.7	0.3	6.9
> CC(C)(C)c1ccc(OC(=O)N2CCCCC2)cc1
 : 26.4	6.6	3.0	-1.8	22.2	5.7	-37.2	35.9	-2.7
> COc1ccc(-n2c(O)c(C=NCCCn3ccnc3)c(=O)[nH]c2=O)cc1
 : -27.8	11.6	4.7	1.1[fluorescence artefact?]	-13.1	-5.7	8.2	0.4	0.3
> Cc1cc(C(=O)C[N+]23CCN(CC2)CC3)c(C)n1-c1ccc(Br)cc1
 : 1.8	4.2	0.6	16.6	22.4	-6.1	27.1	1.4	0.0
> CCC(C)N1C(=O)/C(=C\c2cc3c4c(c2)CCCN4CCC3)C(=O)NC1=S (stereo not drawn)
 : 3.6	12.1	0.0	-5.9	22.3	/	-36.7	/	-6.9
> CC(C)(C)c1ccc(O)c(CN2CCN(c3ccccc3)CC2)c1
 : -6.9	7.6	-1.2	-1.6	-1.8	-4.2	38.3	0.4	1.4

5 compounds from above with just EP2 mod and L929 necroptosis:
compound	EP2 mod	L929 necroptosis
Cc1ccc2nc(-c3ccncc3)cc(C(=O)N3CCC4(CC3)OCCO4)c2c1	-2.1	0.0
Cc1cc(C(=O)C[N+]23CCN(CC2)CC3)c(C)n1-c1ccc(Br)cc1	27.1	1.4
COc1cccc(/C=C2\N=C(c3cncc(Br)c3)OC2=O)c1	13.6	-0.5
CCN(CC)c1ccc(CC2C(=O)N(C)C(=O)N(C)C2=O)cc1	16.7	0.2
CCC(C)N1C(=O)NC(=O)C2(Cc3cc(C)ccc3N(C)C2)C1=O (stereo not drawn)	21.0	0.3

The results go on:
Each structure is followed by: Calpain2 inh	PGE2 EP2 inh	eIF4E 4G PPI	14-3-3 Bad inh	Hck-Nef inh	Rad51 HR inh	EP2 mod	L929 necroptosis	Tb hexokinase
> N#CCN1CCN(c2ccc(C(F)(F)F)cc2)CC1
 : -2.5	6.0	6.2	9.6	6.2	/	18.9	1.2	-1.4
> O=C1NC(c2cccnc2)Nc2sc3c(c21)CCCC3 (stereo not drawn)
 : 19.9	14.4	3.7[fluorescence artefact?]	-2.8	0.2	-0.1	-42.2	-1.1	-6.5
> Cc1ccc(-n2c(O)c(C=NCCN(C)C)c(=O)[nH]c2=O)cc1
 : -4.5	9.3	3.2	-1.3	-3.0	/	32.7	/	-2.1
> O=C(Nc1ccc(Cl)cc1C(=O)c1ccccc1)c1ccco1
 : 3.7	6.6	0.3	-9.7	0.0	0.8	49.9	-0.4	2.8
> O=c1[nH]c(=O)n(CCC2=CCCCC2)c(O)c1C=NCCN1CCNCC1
 : -198.1	/	2.9	1.6	2.7	/	8.2	1.9	6.7
> CCCCn1c(O)c(C(C)=NC(Cc2c[nH]c3ccccc23)C(=O)OC)c(=O)[nH]c1=O (stereo not drawn)
 : -8.9	4.0	1.7	0.1	-0.8	-3.3	-24.4	-0.1	-2.9
> Cn1ccnc1P(=S)(c1nccn1C)c1nccn1C
 : 1.0	4.7	8.6	30.4	-0.2	3.2	47.7	-0.1	-1.0
> CCCCn1c(O)c(/C=N/NC(=O)c2ccncc2)c(=O)[nH]c1=S
 : -38.8	10.8	-2.8	-19.4	-46.6	-15.8	-22.1	0.2	-36.7
> CCCCOc1ccc(CN2CCN(CCO)CC2)cc1
 : -22.3	8.2	-0.8	42.3[fluorescence artefact?]	-0.6	-5.4	2.2	0.0	-2.4
> N#Cc1ccc(/C=C/C(=O)O)cc1
 : -7.9	3.2	9.1	3.4	0.0	18.3	8.8	0.7	-2.8
> Cc1nn(Cc2ccccc2)c(C)c1C(=O)NC1CCCc2ccccc21 (stereo not drawn)
 : 26.0	3.2	3.0	-0.9[fluorescence artefact?]	2.9	-1.1	2.2	1.0	0.9
> CN(C)C(CNC(=O)Cc1c(Cl)cccc1Cl)c1ccccc1 (stereo not drawn)
 : 6.7	8.4	3.6	-2.4	-2.4	6.0	-18.8	-0.6	-4.2
> CC(=NCC1CCCO1)c1c(O)n(C)c(=O)n(C)c1=O (stereo not drawn)
 : -15.3	10.9	3.0	-5.4[fluorescence artefact?]	-0.1	-2.3	4.3	0.4	-0.7
> CN1CCN(c2nc3ccccn3c(=O)c2C=C2C(=O)N(C)C(=O)N(C)C2=O)CC1
 : 3.4	3.9	5.1	-1.4	5.0	-0.3	10.7	1.0	-95.0
> CC12CN3CC(C)(CN(C1)C31CCSCC1)C2=O
 : 5.7	9.2	2.3[fluorescence artefact?]	-4.5[fluorescence artefact?]	-1.6	-6.8	20.5	-0.2	-2.4
> O=C1NC(=O)N(CCC2=CCCCC2)C(=O)/C1=C\c1cccs1
 : -23.6	9.0	8.8	3.8	50.5*	0.8	-96.5	-0.6	38.0
> CN(C)C(=O)Oc1c(Cl)cc(Cl)c2cccnc12
 : -15.3	3.9	-0.6	-16.9	19.6	2.6	21.3	0.3	0.5
> CCCC(C)C1(CC)C(=O)NC(=Nc2ccccc2OC)NC1=O (stereo not drawn)
 : -31.5	2.7	4.4[fluorescence artefact?]	-3.6[fluorescence artefact?]	2.1	-3.6	0.1	0.8	0.1
> O=C(C1CCC(=O)N1Cc1ccc(F)cc1)N1CCC2(CC1)OCCO2 (stereo not drawn)
 : -12.1	12.2	1.2	23.6	0.1	-1.6	29.3	0.0	-2.3
> COc1ccc(C)cc1NC1=NCCCS1
 : 0.0	4.3	0.4	-1.8	23.5	-1.6	-10.3	0.4	2.5

Looked up by compound from the list above, 3 records:
Each structure is followed by: Calpain2 inh	PGE2 EP2 inh	eIF4E 4G PPI	14-3-3 Bad inh	Hck-Nef inh	Rad51 HR inh	EP2 mod	L929 necroptosis	Tb hexokinase
> CCCCn1c(O)c(/C=N/NC(=O)c2ccncc2)c(=O)[nH]c1=S
 : -38.8	10.8	-2.8	-19.4	-46.6	-15.8	-22.1	0.2	-36.7
> Cc1cc(C(=O)C[N+]23CCN(CC2)CC3)c(C)n1-c1ccc(Br)cc1
 : 1.8	4.2	0.6	16.6	22.4	-6.1	27.1	1.4	0.0
> CCCCn1c(O)c(C(C)=NC(Cc2c[nH]c3ccccc23)C(=O)OC)c(=O)[nH]c1=O (stereo not drawn)
 : -8.9	4.0	1.7	0.1	-0.8	-3.3	-24.4	-0.1	-2.9

Continued:
Each structure is followed by: Calpain2 inh	PGE2 EP2 inh	eIF4E 4G PPI	14-3-3 Bad inh	Hck-Nef inh	Rad51 HR inh	EP2 mod	L929 necroptosis	Tb hexokinase
> O=C(NCCCn1ccnc1)C(Cl)(Cl)Cl
 : -28.2	8.7	-1.0	-3.9	0.4	11.6	15.0	0.3	-6.9
> C[N+](C)(C)c1ccccc1
 : -28.3	13.8	5.0	1.4	23.3	28.9	23.2	1.8	-1.1
> COC(=O)CSC1=NP(=S)(SCC(=O)OC)N2CCCC2=C1C#N (stereo not drawn)
 : 7.1	9.5	1.8	-6.5	0.0	1.1	3.8	3.1	1.6
> CCc1ccc(OCC(=O)N2CCN(Cc3ccc4c(c3)OCO4)CC2)cc1
 : 9.5	5.0	-5.1	-12.8	14.7	2.6	-63.6	2.0	4.3
> Cn1c(=O)cc(OCC(=O)N2CCN(C3CCCCC3)CC2)c2ccccc21
 : 1.2	5.0	2.1	-2.5	13.1	1.1	7.1	0.7	-1.5
> COc1ccc(/C=C2/C(=O)NC(=O)N(Cc3ccco3)C2=O)cc1
 : -65.2	7.9	26.7	54.2	57.2*	-6.4	9.9	10.7	22.4
> O=C(NCc1cccnc1)NC1CCCCC1
 : -6.3	7.9	5.8	-0.3	-0.2	4.2	32.2	0.4	-7.1
> CCCc1nnc(NC(=O)CCC(=O)N2CCC3(CC2)OCCO3)s1
 : 11.8	9.6	6.8	-3.5	9.4	/	2.5	1.4	-8.2
> CNC(=O)Oc1ccc2c(c1)C(=O)c1ccccc1CO2
 : -2.4	11.0	1.7	11.8	7.0	-1.0	-54.3	1.3	-7.6
> N#CCCn1cc(C(=O)Nc2ccc([N+](=O)[O-])cc2)c(-c2ccc3c(c2)OCCO3)n1
 : 7.5	6.2	2.3	18.2[fluorescence artefact?]	1.6	37.1	-4.5	0.7	-21.1
> CN1C(=O)NC(=O)/C(=C/c2ccc([N+](=O)[O-])o2)C1=O
 : 10.8	5.2	10.3	24.9	22.8	-29.6	10.5	0.7	-16.4
> NCCCCCC(=O)OC1N=C(c2ccccc2Cl)c2cc(Br)ccc2NC1=O (stereo not drawn)
 : -7.8	8.7	1.6	8.0	-2.8	-38.5	11.3	0.8	7.6
> Cc1cccc(OCCn2cccc2/C=C2/C(=O)NC(=O)N(Cc3ccco3)C2=O)c1
 : 12.2	7.8	8.6	-1.4	12.5	3.9	-38.3	-0.6	0.1
> CNC(C(=O)c1ccccc1)C(OC(C)C)c1ccc(Cl)cc1 (stereo not drawn)
 : -12.9	5.8	6.3	14.3[fluorescence artefact?]	0.4	-3.0	27.6	-0.3	1.2
> CCCCC1C(=O)NC(=S)NC1=O
 : 4.4	3.4	7.0[fluorescence artefact?]	-8.7	-0.6	/	23.6	1.6	-0.6
> CCC(=O)Nc1ccc(N2CCN(CC)CC2)c(Cl)c1
 : 12.5	/	-7.5	16.4	0.8	/	-12.4	0.4	-4.8

An excerpt. The share of hits here may be higher or lower than overall.
